MC4R barr agon: MC4R agonists recruiting beta-arrestin, primary screen, cell-based, luminescence, agonist arm of biased-ligand search; Melanocortin receptor 4 (Homo sapiens), P32245; U2OS MC4R beta-arrestin complementation; percent of melanotan II response, DMSO zero; activation, % at 8.9 µM; 360,000 compounds, 0.98% hits; AID 540308, 2011;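 active means activation above a per-plate cutoff, the mean activation of sample wells on that plate plus 3 SD, cut at about 8% in these data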
Target sequence (P32245 whole entry, looked up): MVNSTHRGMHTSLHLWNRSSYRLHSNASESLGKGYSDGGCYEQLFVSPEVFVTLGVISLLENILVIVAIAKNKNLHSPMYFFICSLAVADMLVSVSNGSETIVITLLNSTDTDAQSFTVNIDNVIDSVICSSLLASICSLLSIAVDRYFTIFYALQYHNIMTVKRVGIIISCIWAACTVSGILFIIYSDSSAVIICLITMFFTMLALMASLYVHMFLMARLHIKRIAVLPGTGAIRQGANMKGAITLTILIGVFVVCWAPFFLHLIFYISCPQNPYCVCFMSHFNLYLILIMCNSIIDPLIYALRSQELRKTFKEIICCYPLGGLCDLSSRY
TLR9-MyD88 inh: inhibitors of TLR9-MyD88 association in cells, primary screen, cell-based, CHO, BLA complementation, fluorescence. Toll-like receptor 9 (Homo sapiens) + Myeloid differentiation primary response protein …. CCF4 FRET ratio. inhibition, % at 4.98 µM. 340,000 compounds, 0.21% hits;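 active means inhibition above the mean over all tested compounds plus 3 SD, cut at about 21% in these data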;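 further: 0% = DMSO only wells and 100% = clavulanate BLA inhibitor control wells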
MC4R antag cAMP: MC4R antagonists of cAMP signaling, primary screen, cell-based, TR-FRET, antagonist arm of biased-ligand search | 360,000 compounds, 0.48% hits | Melanocortin receptor 4 (Homo sapiens), P32245 | inhibition, % at 6.5 µM | MC4R-expressing cells, MTII-stimulated cAMP, LANCE TR-FRET | AID 540295, 2011;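 active means inhibition above its plate's cutoff, the mean of tested wells on that plate plus 3 SD, cut at about 29% in these data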;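 further: 0% = Melanotan II alone and 100% = Melanotan II plus saturating MCL0020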
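System – human MC4R-expressing U2OS cells · Also added – Melanotan II · Dosing – one concentration, 6.5 µM nominal · Timing – 30-min compound, 1-h challenge, 1-h detection, room temperature · Measured by – Eu-cAMP/anti-cAMP TR-FRET, emission 671 nm · Replicates – singlicate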
ABCB6 inh 2: ABCB6 transporter inhibitors, primary screen, K562-ABCB6 cells, flow cytometry, MLPCN library; ATP-binding cassette sub-family B member 6 (Homo sapiens), Q9NP58; K562-ABCB6 porphyrin accumulation, 1 h; stronger effect = lower value; fluorescence ratio to DMSO, % at 10 µM; 360,000 compounds, 0.19% hits; AID 602162, 2011;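 active means fluorescence ratio to DMSO below 75%, the collection mean minus 3 SD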;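 further: signal is porphyrin accumulated inside mitochondria; 100% equals median channel fluorescence of DMSO control wells; lower ratio means ABCB6 inhibition with less porphyrin fluorescence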
HTR2A ag: mouse Htr2a agonists via beta-arrestin recruitment, primary screen, cell-based, luminescence; activation, % at 7.6 µM; CHO-K1 mHTR2A beta-arrestin complementation; percent of 30 µM serotonin response; 360,000 compounds, 0.66% hits; AID 624169, 2012;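 active means activation above a run cutoff, the mean activation of all tested compounds plus 3 SD, cut at about 14% in these data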;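 further: 0% = plate median of compound wells and 100% = 30 µM serotonin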
Glyco luc inh: increase of ERlucT glycosylation luciferase signal, primary screen, N-linked glycosylation inhibitor project, D54 ERlucT cells, luminescence, set 2; 360,000 compounds, 0.23% hits; D54 ERlucT glycosylation luciferase reporter, 24 h; percent of 100 nM tunicamycin response; AID 588692, 2011; reporter increase, % at 12.5 µM;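 active means mean luciferase reporter signal, scaled so untreated is 0 and the glycosylation-blocking control 100, at or above a set limit in every replicate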;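 further: luciferase carries N-glycosylation sites so blocking glycosylation raises the light; 0% = median of neutral control wells and 100% = median of 100 nM tunicamycin wells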
NOD2-RIPK2 inh: NOD2-RIPK2 binding disruptors in cells, primary screen, fluorescence, CHO cells, BLA complementation | AID 624267, 2012 | inhibition, % at 4.98 µM | CCF4 ratio | 360,000 compounds, 0.38% hits; in the data active means inhibition above about 21%;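 further: 0% = vehicle only and 100% = reference blocker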
Target sequence (O43353 whole entry, looked up): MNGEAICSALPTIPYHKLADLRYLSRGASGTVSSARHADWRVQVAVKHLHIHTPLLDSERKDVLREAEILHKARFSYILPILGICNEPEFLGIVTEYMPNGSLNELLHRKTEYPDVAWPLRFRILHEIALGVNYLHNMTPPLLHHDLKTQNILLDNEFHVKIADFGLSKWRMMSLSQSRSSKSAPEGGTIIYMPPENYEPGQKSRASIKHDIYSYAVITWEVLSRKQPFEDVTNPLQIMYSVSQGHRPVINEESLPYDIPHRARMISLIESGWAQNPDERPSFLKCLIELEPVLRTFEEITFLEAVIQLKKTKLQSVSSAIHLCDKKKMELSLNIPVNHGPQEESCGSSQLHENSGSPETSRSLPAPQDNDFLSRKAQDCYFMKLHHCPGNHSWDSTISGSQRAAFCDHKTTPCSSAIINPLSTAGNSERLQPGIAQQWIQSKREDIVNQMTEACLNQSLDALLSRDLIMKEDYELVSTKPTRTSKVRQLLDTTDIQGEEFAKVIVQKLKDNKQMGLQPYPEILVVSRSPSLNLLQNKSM
ABHD5-PLIN5 inh: ABHD5-PLIN5 interaction inhibitors, primary screen, cell lysate, split luciferase complementation, luminescence | Perilipin-5 (Homo sapiens) + 1-acylglycerol-3-phosphate O-acyltransferase ABHD5 (Homo … | inhibition, % at 4 µM | AID 602281, 2012 | Split G. princeps luciferase complementation, 4 h | 360,000 compounds, 0.78% hits;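 active means inhibition above the mean inhibition across every tested compound plus 3 SD, cut at about 22% in these data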;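 further: 0% = DMSO only wells and the 100% control is not disclosed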
NCOA2 inhibitor: inhibition of GAL4-SRC2 driven luciferase reporter, primary screen, SRC2 inhibitor project, cell-based, luminescence. HEK293 GAL4-SRC2 luciferase reporter. inhibition, % at 9 µM. Nuclear receptor coactivator 2 (Homo sapiens), Q15596. 370,000 compounds, 0.17% hits. AID 651957, 2012;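 active means inhibition above the mean inhibition of all tested compounds plus 3 SD, set per campaign, cut at about 52% in these data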;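 further: 0% = DMSO treated cells and 100% = cells given Gossypol at 36 µM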
Cardio protect: cardioprotection against H2O2-induced cell death, primary screen, uHTS, H9c2 cells, ATPLite luminescence; H9c2 cardiomyocytes, H2O2 injury protection, 2 h; protection from H2O2 cell death, % at 20 µM; 360,000 compounds, 0.63% hits;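 active means compounds giving at least 50% protection of heart cells from peroxide-induced death in the single-dose screen, raw or plate-pattern-corrected value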;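 further: 0% = DMSO wells with peroxide and 100% = DMSO wells without peroxide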
* marks the source's active call; other numbers are inactive results; nt = no result given.

SMILES	MC4R barr agon	TLR9-MyD88 inh	MC4R antag cAMP	ABCB6 inh 2	HTR2A ag	Glyco luc inh	NOD2-RIPK2 inh	ABHD5-PLIN5 inh	NCOA2 inhibitor	Cardio protect
O=C(NC(=S)Nc1nc(-c2cccc([N+](=O)[O-])c2)cs1)c1ccccc1Cl	2.3	nt	-7	100	0	2	0	-1	15	-4
Cc1ccc([N+](=O)[O-])cc1S(=O)(=O)Nc1ccc(-c2ccc(N3CCCC3)nn2)cc1	-1.4	4	6	99	-1	-6	-8	-2	-24	-8
COC(=O)C1(C(=O)OC)c2ncccc2N(S(=O)(=O)c2ccc(C)cc2)C1CC(=O)c1ccccc1 (stereo not given)	nt	nt	nt	nt	-5	nt	-13	5	-24	nt
CC(C)(C)NC(=S)Nc1ccc(Nc2ccccc2)cc1	7.8	-4	9	89	-2	-4	-7	-10	-19	-9
O=C(COC(=O)c1cc(-c2ccco2)nc2ccccc12)NCc1ccccc1	0.1	10	7	90	-5	2	3	3	-8	23
Cc1ccc(N/N=C/c2cccnc2)cc1	-0.1	-9	-1	100	2	2	-7	1	-18	-5
COc1ccc(OC)c(/C=C2\NC(=O)NC2=O)c1	-2.3	-7	-18	86	1	-6	3	1	17	-7
O=C(Cn1c(=O)sc2ccccc21)Nc1ccc2c(c1)OCCO2	-0.3	7	4	92	5	-2	-5	7	-17	2
CCn1c(C)nc2cc(N)ccc21	-2.1	-11	-8	100	-3	-1	-16	-6	11	-2
O=C(Nc1ccnn1C1CCN(C(=O)Cc2ccccc2F)CC1)C1CC1	0.9	-1	0	96	5	0	-4	6	12	0
O=C(CNS(=O)(=O)c1cccc2nsnc12)NCCc1ccccc1	0.2	2	7	96	0	-1	0	2	15	3
Cc1ccc(C2=CC(=O)C[C@H](c3ccc(Cl)cc3)C2)cc1	1.7	9	-1	97	-7	-1	-9	-2	nt	-7
CCOc1ccc2nc(CN3CCN(Cc4ccccc4OCC)C(CCO)C3)ccc2c1 (stereo not given)	-2.2	-9	1	106	-5	1	-14	1	-12	-2
Cc1ccc(N(CC(=O)Nc2ccc(F)cc2)S(=O)(=O)N2CCCC2)cc1	0.0	-2	4	103	-4	-2	9	-2	19	1
C[C@H](CO)N1C[C@H](C)[C@@H](CN(C)C(=O)Nc2ccc(C(F)(F)F)cc2)Oc2c(NC(=O)CCC(F)(F)F)cccc2C1=O	-0.9	-5	0	99	1	4	8	-9	-9	-3
N#CC(C#N)=Cc1c(N2CCN(c3ccccc3)CC2)nc2ccccn2c1=O	-0.6	-1	11	97	3	1	-3	10	-25	2
Cc1cc(=O)[nH]c(/N=C(\N)Nc2ccc(SC(F)F)cc2)n1	-0.7	2	5	99	-3	1	0	4	-16	-4
CCc1c(C)nc(SCc2ccccn2)[nH]c1=O	-1.0	3	6	104	6	2	1	-3	-7	3
Cc1ccc(NC(=O)c2c3c(nc4ccccc24)CCC3)cc1	-2.0	-16	6	85	-2	1	3	-7	9	4
Cc1oc(-c2cccs2)nc1CN1CCC(c2ccccc2)CC1	-2.2	-10	23	101	-6	0	-2	9	0	3
O=C(NCc1ccccc1)Nc1cc(Cl)ccc1Cl	6.5	-1	4	87	-2	-1	-2	13	14	-3
O=C(Cc1cc(=O)[nH][nH]1)N/N=C/c1ccccc1[N+](=O)[O-]	-0.1	0	1	101	-1	0	-9	-16	10	5
CC1CCCCC1NC(=O)C1CCCN(S(=O)(=O)c2ccc(-n3cnnn3)cc2)C1 (stereo not given)	1.5	-3	-2	88	10	3	4	-6	29	-3
O=C(COC(=O)C1CC(=O)N(C2CCCCC2)C1)c1ccc(F)cc1 (stereo not given)	0.8	-6	-1	101	-8	0	-13	1	-6	1
Cc1ccccc1OCCC(=O)OCC(=O)NCCNC(=O)COC(=O)CCOc1ccccc1C	-1.4	-4	3	99	0	3	-9	9	0	-3
O=C(Nc1cccc2ncccc12)c1ccc(-c2ccc(Cl)cc2Cl)o1	20*	1	-3	105	1	-1	-19	12	-28	-1
O=C(c1ccccc1)n1c2ccccc2c(=O)n1-c1ccccc1CCl	nt	nt	nt	95	2	-3	-9	4	nt	1
COCCNC(=O)c1c[nH]c2ccc(S(=O)(=O)N3CCC4(CC3)OCCO4)cc2c1=O	0.6	7	1	102	-6	1	-7	-1	2	1
CC1(c2ccccc2)NC(=O)N(CC(=O)Nc2ccc(C(N)=O)cc2)C1=O (stereo not given)	-1.3	4	6	101	0	3	-1	-5	-12	-2
Cc1ccc(NS(=O)(=O)c2ccc(C(=O)NCCCN3CCCC3=O)cc2)cc1	-1.6	7	4	95	2	-1	-6	2	33	-9

Complete entries from above:
Shown for Cc1oc(-c2cccs2)nc1CN1CCC(c2ccccc2)CC1 → MC4R barr agon = -2.2; TLR9-MyD88 inh = -10; MC4R antag cAMP = 23; ABCB6 inh 2 = 101; HTR2A ag = -6; Glyco luc inh = 0; NOD2-RIPK2 inh = -2; ABHD5-PLIN5 inh = 9; NCOA2 inhibitor = 0; Cardio protect = 3
Shown for Cc1ccc(NC(=O)c2c3c(nc4ccccc24)CCC3)cc1 → MC4R barr agon = -2.0; TLR9-MyD88 inh = -16; MC4R antag cAMP = 6; ABCB6 inh 2 = 85; HTR2A ag = -2; Glyco luc inh = 1; NOD2-RIPK2 inh = 3; ABHD5-PLIN5 inh = -7; NCOA2 inhibitor = 9; Cardio protect = 4
Shown for N#CC(C#N)=Cc1c(N2CCN(c3ccccc3)CC2)nc2ccccn2c1=O → MC4R barr agon = -0.6; TLR9-MyD88 inh = -1; MC4R antag cAMP = 11; ABCB6 inh 2 = 97; HTR2A ag = 3; Glyco luc inh = 1; NOD2-RIPK2 inh = -3; ABHD5-PLIN5 inh = 10; NCOA2 inhibitor = -25; Cardio protect = 2

Following part:
SMILES	MC4R barr agon	TLR9-MyD88 inh	MC4R antag cAMP	ABCB6 inh 2	HTR2A ag	Glyco luc inh	NOD2-RIPK2 inh	ABHD5-PLIN5 inh	NCOA2 inhibitor	Cardio protect
COc1ccc(C(C)(C)C)cc1NC(=O)CSc1ncn[nH]1	-1.3	7	1	95	-4	1	4	3	19	2
C[C@H](NC(=O)CCC1CCC(=O)N1)c1ccccc1 (stereo not given in full)	-0.2	-2	0	99	6	2	0	-9	8	-3
CC[C@H]1C(Nc2ccccc2)C[C@@H]2CCN3C(=O)CC[C@H]1[C@H]23 (stereo not given in full)	0.9	-4	-1	99	-4	1	-3	-10	-18	4
COc1ccc(CN2CCN(Cc3ccon3)CC2CCO)c(C)c1C (stereo not given)	-0.2	2	5	95	3	0	-3	1	8	1
CC(C)c1ccc(-c2noc(C3CCCN(S(C)(=O)=O)C3)n2)cc1 (stereo not given)	3.6	-5	2	100	3	1	-4	1	-48	-12
CC(=O)Nc1ccc(NS(=O)(=O)c2ccccc2)c2ccccc12	1.2	-4	-2	99	4	0	8	-8	-39	-1
Cc1cc(NC(=O)COC(=O)[C@H](C)NC(=O)c2ccccc2)no1	1.7	-5	18	104	4	4	-8	6	-15	-4
CC(C)c1ccc(NC(=O)CCNC(=O)N2CC(=O)Nc3ccccc32)cc1	0.0	-5	12	96	-11	9	-3	-8	2	1
Cn1c(-c2cccs2)nc2ccccc21	-0.5	-2	-4	96	0	-1	-4	3	-34	-10
O=C(Nc1ccccc1N1CCOCC1)C1CCCO1 (stereo not given)	-0.1	-4	9	101	-3	-1	9	-2	6	1
CC(=O)c1ccc(S(=O)(=O)Nc2ccc(C(=O)NCCCn3ccnc3)cc2)cc1	1.3	-1	-2	99	-11	3	-14	-7	4	-1
COc1cc(OC)c(N(C)S(=O)(=O)c2cccc(C(=O)Nc3nccs3)c2)cc1Cl	0.2	4	5	95	5	-2	-8	8	6	19
COc1cc(Nc2ccc(S(=O)(=O)N3CCN(C)CC3)cc2[N+](=O)[O-])cc(OC)c1	-4.1	-5	16	91	-1	0	-1	7	-3	-1
Nc1nnc(C2CCCC2)s1	-0.9	1	-4	98	1	0	-5	3	20	2
Cc1cccc(C2=NN(c3ccc(Br)cc3)[C@@H](C(=O)N3CCOC3=O)[C@@H]2c2ccc(Cl)cc2)c1	-2.2	-11	6	98	0	2	10	-6	nt	28
O=C1/C(=C/c2ccncc2)SC(=S)N1Nc1ccccc1	-2.5	nt	-5	99	1	9	2	-15	-22	11
CCOC(=O)CN(Cc1ccccc1)S(=O)(=O)c1ccc(NC(C)=O)cc1	-0.9	-3	0	99	0	-1	-4	4	-9	-1
CC(C)(C)n1ncc(Oc2ccccc2[N+](=O)[O-])c(Cl)c1=O	1.1	2	3	100	5	-1	1	2	-2	-28
Cc1cc(C)cc(OCC(=O)NNC(=O)c2ccccn2)c1	0.2	0	8	91	-6	7	-9	-10	10	78*
COc1ccc(/C=N/Nc2nc(=O)[nH]nc2C)cc1OC	-1.5	-4	0	92	-3	1	3	-4	10	-8
Cc1nn(CC(=O)N(C)C)c(C)c1S(=O)(=O)N1CCOCC1	-0.8	-4	-2	96	-7	2	-4	6	-2	7

Taken from above:
Reading for COc1ccc(/C=N/Nc2nc(=O)[nH]nc2C)cc1OC in MC4R barr agon: -1.5
Reading for CC(C)(C)n1ncc(Oc2ccccc2[N+](=O)[O-])c(Cl)c1=O in NCOA2 inhibitor: -2
Reading for CCOC(=O)CN(Cc1ccccc1)S(=O)(=O)c1ccc(NC(C)=O)cc1 in Cardio protect: -1
Reading for O=C1/C(=C/c2ccncc2)SC(=S)N1Nc1ccccc1 in ABHD5-PLIN5 inh: -15

Quoted at random: three entries already listed, in no set order.
SMILES	MC4R barr agon	TLR9-MyD88 inh	MC4R antag cAMP	ABCB6 inh 2	HTR2A ag	Glyco luc inh	NOD2-RIPK2 inh	ABHD5-PLIN5 inh	NCOA2 inhibitor	Cardio protect
O=C(NC(=S)Nc1nc(-c2cccc([N+](=O)[O-])c2)cs1)c1ccccc1Cl	2.3	nt	-7	100	0	2	0	-1	15	-4
COc1cc(OC)c(N(C)S(=O)(=O)c2cccc(C(=O)Nc3nccs3)c2)cc1Cl	0.2	4	5	95	5	-2	-8	8	6	19
COc1ccc(CN2CCN(Cc3ccon3)CC2CCO)c(C)c1C (stereo not given)	-0.2	2	5	95	3	0	-3	1	8	1

Screening data: PubChem BioAssay, several laboratories

Not all compounds are listed; rates above refer to the full screens.
